GAA glycogen – inhibitors or activators of human alpha-glucosidase glycogen cleavage. recombinant GAA, glycogen substrate, Amplex Red glucose oxidase fluorescence. P10253. Potency, µM (doses to about 76.4 µM), without a hit: top-dose activity change, negative = inhibition, actives largely listed as inhibitors. actives 0.38% (n = 300,000); active means well fitted inhibition curve with a large enough effect; inconclusive means small, poorly fitted or top-dose-only effect, or another doubt; inactive means no such curve, though single readings can be large or run the other way;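 further: 0% = full enzyme reaction and -100% = no-enzyme basal signal; the screen sought inhibitors and activators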
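qHTS, 1536-well; enzyme 4 nM final; cpd up to 77 uM; substrate bovine liver glycogen 30 ug; 50 mM citrate/phosphate pH 5.0, 0.01% Tween-20; 37 C, 40 min; Amplex Red detection 45 min RT; Hill fit → AC50.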
* hit, by the source's call; u = inconclusive; & = joins results of further samples; [ ] = dose if it differs, or a comment. Potency means the concentration at half of the fitted maximal effect. Not all compounds are listed; the hit share may differ from the screen's.

SMILES	GAA glycogen
COc1cccc(-c2cc3nc(-c4ccccc4)cc(=O)n3[nH]2)c1	5%
CCOC(=O)c1nnc2c(-c3ccc(Cl)cc3)c(C)nn2c1N	10%[76.3 µM]
COc1ccc(CC(=O)NCC2CCCN(Cc3cc(OC)cc(OC)c3)C2)cc1 (stereo not given)	5%[76.3 µM]
COc1ccccc1CNc1cc(C)ccn1	7%[76.3 µM]
O=C(Cn1c(C(=O)O)cc2ccccc21)c1ccccc1	-3%[76.3 µM]
O=C(NCCc1ccccc1Cl)C1CCC(=O)N(CCCc2ccccc2)C1 (stereo not given)	6%[76.3 µM]
Nc1ccc(NC(=O)c2cccc(C(=O)Nc3ccc(N)cc3Cl)c2)c(Cl)c1	2%
CCOC(=O)c1c(C)[nH]c(C)c1S(=O)(=O)N1CCCCC1	2%[76.3 µM]
Cc1cc(C)cc(Nc2ccc(C(=O)O)cc2[N+](=O)[O-])c1	1%
CCOc1ccc(CN2CCN(CCCc3ccccc3)CC2CCO)cc1 (stereo not given)	1%[76.3 µM]
CCC(C(=O)NCC1CCCO1)N(C(=O)c1snc(C(N)=O)c1N)c1ccc(Cl)cc1 (stereo not given)	-12%
CCc1cc2c(N[C@@H](Cc3ccccc3)C(=O)O)ncnc2s1	-4%
CCOc1ccc(C(=O)OCC(=O)N2CCOCC2)cc1OCC	-1%
COc1ccc(CCC(=O)N2CCN(c3cccc(C)c3C)CC2)cc1	8%
CCOc1ccccc1CNc1nc2nc(C)cc(C)n2n1	-6%[76.3 µM]
COc1ccc(NC(=O)CSc2nc(N)c(NC(=O)c3ccccc3F)c(=O)[nH]2)cc1	-2%[76.3 µM]
COc1ccc(CNC(=O)c2cc3c(=O)oc4ccc(C)cc4c3s2)c(OC)c1	19%[76.3 µM]
COc1cccc(CCNC(=O)c2c(O)nc3ccccn3c2=O)c1	-9%[76.3 µM]
COc1ccc(C(CNc2ncnc3sc(C)c(C)c23)N(C)C)cc1 (stereo not given)	-14%
Cc1ccc(S[C@@H](CCN2CC[C@H](C(C)(C)C)CCC2=O)c2ccccc2)cc1	-6%[76.3 µM]
CC(C)CC(NC(=O)C1CCCN1C(=O)CNC(=O)OCc1ccccc1)C(=O)O (stereo not given)	-2%
COc1ccc(C(=O)OCC(=O)NC2CCCC2)cc1OC	3%
C[n+]1ccn(CC(=O)c2cccs2)c1	-11%[76.3 µM]
Cc1ccccc1NC(=O)Cn1nnc(C(=O)NCCc2ccccc2)c1N	-2%[76.3 µM]
CCOC(=O)c1cc2c(=O)n3ccccc3nc2n(CC2CCCO2)c1=NC(=O)c1ccc(OCC)cc1 (stereo not given)	10%[76.3 µM]
O=c1[nH]c(C2CCN(S(=O)(=O)c3ccccc3C(F)(F)F)CC2)nc2c1nnn2Cc1ccccc1	11%
O=C(CC1C(=O)NCCN1Cc1cccc(F)c1)NC1CCCCCC1 (stereo not given)	-10%[76.3 µM]
CC(C)CCOc1ccc(C2(C)NC(=O)NC2=O)cc1 (stereo not given)	-2%[76.3 µM]
Cc1cccc(C(=O)N/C(=C\c2ccco2)C(=O)N2CCCC2)c1	-5%[76.3 µM]
Cc1ccc(S(=O)(=O)c2nc(-c3ccco3)oc2SCC(=O)c2ccc(Cl)cc2)cc1	-13%[76.3 µM]
O=C(NCc1ccccc1F)c1ccc2c(c1)OCCO2	20%[76.3 µM]
CCOc1ccc(CCNC(=O)CCn2c(=O)c3cccn3c3cccnc32)cc1	9%[76.3 µM]
CCCC(=O)Nc1c2c(nn1-c1cccc(C)c1C)CS(=O)(=O)C2	3%
O=C(c1cc(-c2ccc(F)cc2)on1)N1CCCCCC1	-3%
Cc1ccc(-n2nc3ccc(NC(=O)c4oc5ccccc5c4C)cc3n2)cc1	9%[76.3 µM]
CCOc1ccccc1NC(=O)c1cc(=O)c2ccc(C)cc2o1	13%[76.3 µM]
O=S(=O)(NCC(c1cccnc1)N1CCN(Cc2ccccc2)CC1)c1cc(F)ccc1F (stereo not given)	-1%[76.3 µM]
Cc1nc(SCC(=O)Nc2nc3ccccc3s2)n[nH]1	-1%[76.3 µM]
Cc1cccc(C)c1OC(=O)Cc1ccccc1[N+](=O)[O-]	4%
C=CCn1cccc(C(=O)Nc2ccc(N(C)C)cc2)c1=O	-3%

The closing 2 entries of the part before lead into the next:
SMILES	GAA glycogen
Cc1cccc(C)c1OC(=O)Cc1ccccc1[N+](=O)[O-]	4%
C=CCn1cccc(C(=O)Nc2ccc(N(C)C)cc2)c1=O	-3%
Cc1nc2ncnn2c(C)c1CCC(=O)N1CCN(c2cccc(Cl)c2)CC1	-13%[76.3 µM]
COc1ccc(/C=C2\SC(=O)N(CC(=O)NCCCn3ccnc3)C2=O)cc1	3%[76.3 µM]
CCOc1ccc(S(=O)(=O)N2CCN=C2c2ccccc2)c(C)c1C	2%[76.3 µM]
COc1ccc(NS(=O)(=O)c2cccc(C(=O)Nc3ccccc3C(=O)O)c2)cc1	-2%[76.3 µM]
CSc1ccc(NS(=O)(=O)c2ccc(-n3cnnn3)cc2)cc1	-15%[76.3 µM]
COCCCNC(=O)C1CCN(C(=O)c2cnn(-c3ccccc3)c2-n2cccc2)CC1	17%[76.3 µM]
CC(C)NC(=O)c1onc(CSc2nc3ccccc3[nH]2)c1C(=O)NC(C)C	-2%[76.3 µM]
Cc1nc2c(cc1NC(=O)C(C)(C)C)nc(C)n2Cc1ccccc1	-10%[76.3 µM]
COc1ccc2c(c1)c(=O)c(C(=O)c1ccc(F)cc1)cn2CC(=O)Nc1ccc2c(c1)OCO2	11%[76.3 µM]
CC(=O)n1c(=O)c2ccccc2c(=O)n1-c1ccccc1	5%
COCCNC(=O)c1ccc2c(=O)n(Cc3ccco3)c(SCC(=O)Nc3ccc(OC)cc3OC)nc2c1	-2%[76.3 µM]
Cc1sc(-n2cccc2)c(C(C)NC(=O)Nc2ccccc2Cl)c1C (stereo not given)	-2%[76.3 µM]
COC(=O)c1ccccc1NC(=O)Cn1c(=O)n(CCC(=O)NCc2ccccc2OC)c(=O)c2ccccc21	2%[76.3 µM]
CCC(=O)N(CCc1ccccc1)Cc1cc2cc(C)ccc2[nH]c1=O	1%[76.3 µM]
COc1cc(C2c3c(-c4c(C)cc(C)cc4O)n[nH]c3C(=O)N2Cc2ccco2)cc(OC)c1OC (stereo not given)	7%[76.3 µM]
CC(C)Oc1ccc(C(=O)N(Cc2ccc(N(C)C)cc2)C2CCS(=O)(=O)C2)cc1 (stereo not given)	u
CC1(C)CC(NC(=O)Cc2ccccc2)CC(C)(C)N1	19%[76.3 µM]
Cc1cccc(C(=O)Nc2ccc(C(=O)/C=C/c3ccncc3)cc2)c1	-2%[76.3 µM]
O=C1CSC(c2ccccc2)N1Cc1ccccc1 (stereo not given)	1%[76.3 µM]
CCCOc1ccccc1C1Oc2nc(SC)nnc2-c2ccccc2N1C(C)=O (stereo not given)	-14%[76.3 µM]

For convenience, part of the list above.
SMILES	GAA glycogen
C=CCn1cccc(C(=O)Nc2ccc(N(C)C)cc2)c1=O	-3%
Cc1nc2ncnn2c(C)c1CCC(=O)N1CCN(c2cccc(Cl)c2)CC1	-13%[76.3 µM]
COc1ccc(/C=C2\SC(=O)N(CC(=O)NCCCn3ccnc3)C2=O)cc1	3%[76.3 µM]
CCOc1ccc(S(=O)(=O)N2CCN=C2c2ccccc2)c(C)c1C	2%[76.3 µM]
COc1ccc(NS(=O)(=O)c2cccc(C(=O)Nc3ccccc3C(=O)O)c2)cc1	-2%[76.3 µM]
CSc1ccc(NS(=O)(=O)c2ccc(-n3cnnn3)cc2)cc1	-15%[76.3 µM]
COCCCNC(=O)C1CCN(C(=O)c2cnn(-c3ccccc3)c2-n2cccc2)CC1	17%[76.3 µM]
CC(C)NC(=O)c1onc(CSc2nc3ccccc3[nH]2)c1C(=O)NC(C)C	-2%[76.3 µM]
Cc1nc2c(cc1NC(=O)C(C)(C)C)nc(C)n2Cc1ccccc1	-10%[76.3 µM]
COc1ccc2c(c1)c(=O)c(C(=O)c1ccc(F)cc1)cn2CC(=O)Nc1ccc2c(c1)OCO2	11%[76.3 µM]
CC(=O)n1c(=O)c2ccccc2c(=O)n1-c1ccccc1	5%
COCCNC(=O)c1ccc2c(=O)n(Cc3ccco3)c(SCC(=O)Nc3ccc(OC)cc3OC)nc2c1	-2%[76.3 µM]
Cc1sc(-n2cccc2)c(C(C)NC(=O)Nc2ccccc2Cl)c1C (stereo not given)	-2%[76.3 µM]
COC(=O)c1ccccc1NC(=O)Cn1c(=O)n(CCC(=O)NCc2ccccc2OC)c(=O)c2ccccc21	2%[76.3 µM]
CCC(=O)N(CCc1ccccc1)Cc1cc2cc(C)ccc2[nH]c1=O	1%[76.3 µM]
COc1cc(C2c3c(-c4c(C)cc(C)cc4O)n[nH]c3C(=O)N2Cc2ccco2)cc(OC)c1OC (stereo not given)	7%[76.3 µM]
CC(C)Oc1ccc(C(=O)N(Cc2ccc(N(C)C)cc2)C2CCS(=O)(=O)C2)cc1 (stereo not given)	u
CC1(C)CC(NC(=O)Cc2ccccc2)CC(C)(C)N1	19%[76.3 µM]

(more compounds)
SMILES	GAA glycogen
COc1ccc(CCn2c3c(c(=O)[nH]c2=O)C(NC(=O)c2ccccc2OC)(C(F)(F)F)C(=O)N3)cc1OC (stereo not given)	9%[76.3 µM]
Cc1ccc(S(=O)(=O)N2CCc3ccccc3C2)cc1	-6%[76.3 µM]
CC1CN(CCOc2ccc(F)cc2)CC(C)O1 (stereo not given)	3%[76.3 µM]
O=C(CCNC(=O)C1CCN(S(=O)(=O)c2ccc(F)cc2)CC1)NCCc1cccc(F)c1	-6%[76.3 µM]
COc1ccc(-c2nc(CS(=O)CC(=O)NC3CCCCCC3)c(C)o2)cc1 (stereo not given)	-3%[76.3 µM]
Cc1ccc(Cl)cc1NC(=O)C1CCN(C(=O)c2cnn(-c3ccccc3)c2-n2cccc2)CC1	11%[76.3 µM]
CCC12CN3CC(C)(CN(C1)C3c1c(C)n(C)c3ccccc13)C2=O (stereo not given)	3%[76.3 µM]
O=C(CCN1C(=O)/C(=C\c2ccccc2)SC1=S)NNC(=O)c1ccccc1O	3%
CN(CC(=O)Nc1ccccc1Cl)C(=O)COC(=O)Cc1c(F)cccc1Cl	0%[76.3 µM]
O=C(Cc1ccc(NC2=NC3CS(=O)(=O)CC3S2)cc1)Nc1ccc(F)cc1 (stereo not given)	26%[76.3 µM]
CCN(Cc1ccccc1)C(=O)CN(c1ccc(OC)cc1)S(=O)(=O)c1c(C)nn(C)c1C	-4%[76.3 µM]
Cc1cc(CNC(=S)Nc2ccc(S(=O)(=O)Nc3ncccn3)cc2)nn1C	-1%[76.3 µM]
O=C1/C(=C/c2ccc(F)cc2)SC(=S)N1NS(=O)(=O)c1ccccc1	0%
COc1cc(-c2nc3c4ccccc4nc(=S)n3[nH]2)cc(OC)c1OC	-3%[76.3 µM]
O=C(NNC(=O)c1cc2ccccc2oc1=O)c1ccccc1	12%
CCOc1ccc(N(CC)S(=O)(=O)N2CCCC(C(=O)NCCc3ccccc3OC)C2)cc1 (stereo not given)	10%[76.3 µM]
O=C(NN1C(=O)/C(=C/c2ccc(O)cc2)SC1=S)c1cccc(O)c1	-1%[76.3 µM]
CC(C)CCN1CCN(Cc2coc3ccccc3c2=O)CC1CCO (stereo not given)	-3%[76.3 µM]
CC(C)=CC1C(C(=O)NCCOc2ccccc2)C1(C)C (stereo not given)	0%[76.3 µM]
CCOc1ccc(NC(=O)CSc2ncn[nH]2)cc1	2%&-11%[76.3 µM]
CC(C)(CNC(=O)Cc1ccc(Br)cc1)N1CCOCC1	-8%
O=C(CSc1nc(-c2ccccc2)[nH]c1-c1ccccc1)Nc1ccc2c(c1)OCCO2	-7%[76.3 µM]
COc1ccc(S(=O)(=O)NCC(=O)NCc2cc(=O)n(C)c(=O)n2C)cc1	-6%[76.3 µM]
Cc1cccc(NC(=O)Cc2ccc(-c3ccccc3)cc2)n1	-3%[76.3 µM]
CCCCNC(=O)C1CCN(Cc2nc(-c3ccc(OC)c(OC)c3)oc2C)CC1	16%[76.3 µM]
O=C(O)c1c2c(nc3ccc(S(=O)(=O)N4CCC(C(=O)NCc5ccc(Cl)cc5)CC4)cc13)CCCC2	-8%[76.3 µM]
Cc1ccc(S(=O)(=O)c2nnn(CC(=O)Nc3ccccc3C)c2N)cc1	19%[76.3 µM]
COc1cccc(/C=C2/SC(=S)N(CC(=O)NNC(=O)c3ccccc3O)C2=O)c1	-5%
Cc1ccccc1NC(=O)c1c(C)oc2ccc(O)c(CN3CCCC3)c12	16%[76.3 µM]
CC(C)(C)OC(=O)CN1C(=O)NC(Cc2c[nH]c3ccccc23)C1=O (stereo not given)	8%
COc1ccc(CC(=O)Nc2nc(-c3ccc(F)c(F)c3)cs2)cc1	-7%[76.3 µM]
CCOC(=O)Cc1csc(NC(=O)CN2CCCCC2)n1	-1%[76.3 µM]
CCOc1ccc(NC(=O)NCCCN2CCN(c3ccc(OC)cc3)CC2)cc1	-8%[76.3 µM]
Cc1occc1C(=O)NNC(=S)NC(=O)COc1ccc(Cl)cc1Cl	2%[76.3 µM]
CC1CCCN(C(=O)C2CCN(S(=O)(=O)c3ccc4c(c3)CC(C)N4C(=O)C3CC3)CC2)C1 (stereo not given)	-3%[76.3 µM]
COc1ccc(N2CCN(C(=O)CCS(=O)(=O)c3cc(Br)cc4c3N(C(=O)C3CC3)CC4)CC2)cc1	-21%[76.3 µM]
COc1ccc(OC)c(C(C(=O)NC2CCCCC2)N(C(=O)c2ccccn2)c2cccnc2)c1 (stereo not given)	16%
O=c1cc(-c2ccncc2)oc2c1ccc1ccccc12	-10%[76.3 µM]
CC(NC(=O)c1cc2cc(F)ccc2[nH]1)c1ccccc1 (stereo not given)	-1%
Cc1c(C(=O)Nc2ccc(F)cc2F)oc2ccc3c(c12)C(=O)CC(C)(C)O3	-6%[76.3 µM]
CN(CC(=O)NCCc1ccc(S(N)(=O)=O)cc1)S(=O)(=O)c1ccc(Br)s1	-1%
O=C(Cn1cnc2ccccc21)c1ccccc1	13%[76.3 µM]
COc1ccc(NC(=O)CSc2nnnn2C2CCCCC2)cc1	11%
CCCc1cc(=O)oc2cc(OCC(=O)NCCc3c[nH]c4ccc(OC)cc34)ccc12	5%[76.3 µM]
